Screening data deposited in PubChem by National Center for Advancing Translational Sciences (NCATS).
Shiga inhibitor = blocks Shiga toxin action in Vero cells | Vero cells, Shiga toxin protein synthesis inhibition reporter | inhibition, % at 38.7 µM | 9.2% of 290,000 active | AID 2315; in the data active = inhibition mostly above about 28%, no sharp cut-off; inactive = mostly below about 43%; also: 0% is about no effect
Pf growth 96h = P. falciparum growth inhibition at 96 hour, primary screen for plastid delayed-death inhibitors | P. falciparum luciferase reporter growth, 96 h | Potency, µM (titrated, usually from 28.7 µM), inactives show at the top dose activity change, negative = inhibition, most hits filed as inhibitors | 6.9% of 320,000 active | AID 504834; also: potency is read from the fitted curve at half-maximal effect; % is scaled to controls: 0 for no effect and ±100 for the full control effect
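Erythrocytes infected with luciferase-expressing P. falciparum were dispensed at 2% hematocrit and 0.05% parasitemia (final), then incubated with compounds 96 hours at 37 C in 5% CO2. Luminescence after detection reagent addition reported growth.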
FBPA Giardia inh = blocks Giardia fructose-bisphosphate aldolase activity | purified Giardia FBPA | Potency, µM (titrated, usually from 59.6 µM), for inactives: at the top dose activity, negative = inhibition, most hits filed as inhibitors | 0.71% of 290,000 active; also: potency is read from the fitted curve at half-maximal effect; % is scaled to controls: 0 for no effect and ±100 for the full control effect; nearly all actives have a fitted effect of over 55% in size
Target sequence (A8B2U2 whole entry, looked up): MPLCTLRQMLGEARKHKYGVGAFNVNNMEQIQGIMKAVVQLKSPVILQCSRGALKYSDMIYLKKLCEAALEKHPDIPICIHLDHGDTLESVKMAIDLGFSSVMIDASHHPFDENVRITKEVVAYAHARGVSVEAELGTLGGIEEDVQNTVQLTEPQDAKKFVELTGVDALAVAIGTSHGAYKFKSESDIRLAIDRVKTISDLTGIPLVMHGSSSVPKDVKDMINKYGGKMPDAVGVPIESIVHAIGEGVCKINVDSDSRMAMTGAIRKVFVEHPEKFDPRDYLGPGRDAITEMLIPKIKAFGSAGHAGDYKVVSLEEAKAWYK
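Giardia FBPA (40 nM reagent) was preincubated 10 min at RT with compound (up to 57.5 uM final), then substrate plus GAPDH/TPI/NAD/arsenate coupling system with diaphorase/resazurin was added; resorufin fluorescence (525/598 nm) was read after 20 min.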
HCV inh = inhibitors of hepatitis C virus infection | Huh7.5.1 HCVcc-Cre infection, luciferase reporter, 44 h | Potency, µM (doses to about 41.8 µM), inactives show at the highest dose activity change, negative = inhibition, usual class: inhibitors | 3.4% of 340,000 active; also: potency is read from the fitted curve at half-maximal effect; % is scaled to controls: 0 for no effect and ±100 for the full control effect
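Reporter virus HCVcc-Cre (~0.5 moi) infects cells exposed to compound; seeding density 1,000 cells/well with 4 h settling beforehand. Luminescence, 15 sec read, taken 44 h post-infection following a 15 min RT substrate incubation.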
Cycloheximide cs = affects cycloheximide protein synthesis inhibition readout, counter-screen; max response, %; AID 2314; cell reporter, cycloheximide protein synthesis inhibition counterscreen; 12% of 300,000 active; in the data active = max response mostly above about 13%, no sharp cut-off; inactive = mostly below about 14%; also: read at 38.3 µM for the half of the compounds with a filed dose; 0% is about no effect
Pf growth 48h = inhibits P. falciparum growth in the first generation, 48 h | P. falciparum luciferase growth in erythrocytes, 48 h | Potency, µM (top dose mostly 28.7 µM), without a hit: at the top dose activity change, negative = inhibition, actives largely listed as inhibitors | 5.9% of 310,000 active | AID 504832; also: potency is read from the fitted curve at half-maximal effect; % is scaled to controls: 0 for no effect and ±100 for the full control effect
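Compounds are pin-transferred into medium, infected erythrocytes (2% hematocrit, 0.1% parasitemia final) are added, and plates sit one parasite generation at 37 C in 5% CO2. Detection reagent is then added and luminescence measured.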
* = called active by the depositor; ? = inconclusive; · = not tested or not shown; & = joins results of further samples; [ ] = another dose, or the depositor's remark. Unless noted, calls follow the shape of the dose curve; as a rule, active = well fitted curve in the direction sought with a large enough effect; inconclusive = small, poorly fitted or top-dose-only effect, or another doubt; inactive = no such curve, though single readings can be large; an effect the other way counts as inactive or inconclusive.

SMILES | Shiga inhibitor | Pf growth 96h | FBPA Giardia inh | HCV inh | Cycloheximide cs | Pf growth 48h
COc1ccccc1/C=C\C(=O)NCC(=O)N/N=C(\C)Cc1ccccc1 | 16 | 62% | 8% | -4% | -1 | 54%[activator]
COc1ccc(CCNC(=O)c2cnn(-c3ccc(C)c(C)c3)c2NC(=O)c2ccco2)cc1OC | 36 | -5% | -5% | -21% | 15 | -27%
CCc1ccc(OC)c(S(=O)(=O)N2CCN(C(=O)c3ccco3)CC2)c1 | -7 | ? | -2% | -4% | -2 | -2%
CC(Nc1n[nH]c(=O)[nH]c1=O)C(=O)N/N=C/c1cccs1 (configuration not stated) | -11 | -4% | 0% | 20% | -2 | -8%
COc1ccccc1C(=O)C1CCCN(Cc2cccc3nccnc23)C1 (configuration not stated) | -3 | -15% | 1% | -4% | 0 | -11%
CCOC(=O)c1[nH]c(C)c(C(=O)N2CCOCC2)c1C | -8 | -5% | 0% | 3% | -5 | ·
COc1ccc(CN2C(=O)c3ccccc3C2=O)cc1C(=O)O | -7 | 38%[activator] | 1% | 12% | -2 | 1%
COc1ccc(N2C(=O)NC(=O)C2=O)cc1 | 4 | 9% | ? | 10% | 40* | 1%
O=C1CC(N2CCC(c3nc4ccccc4o3)CC2)C(=O)N1c1ccc(F)cc1 (configuration not stated) | -5 | 23%[5.75 µM] | 2% | -5% | -6 | -14%
NC(=O)c1ccccc1N/C=C/C(=O)c1ccc(Cl)cc1 | 49* | 161%[activator] | 0% | -17% | 52* | ·

One compound at a time, from the list above. Screens in order: Shiga inhibitor, Pf growth 96h, FBPA Giardia inh, HCV inh, Cycloheximide cs, Pf growth 48h
COc1ccc(CCNC(=O)c2cnn(-c3ccc(C)c(C)c3)c2NC(=O)c2ccco2)cc1OC reads 36, -5%, -5%, -21%, 15, -27%
COc1ccccc1C(=O)C1CCCN(Cc2cccc3nccnc23)C1 (configuration not stated) reads -3, -15%, 1%, -4%, 0, -11%
COc1ccc(N2C(=O)NC(=O)C2=O)cc1 reads 4, 9%, ?, 10%, 40*, 1%
COc1ccc(CN2C(=O)c3ccccc3C2=O)cc1C(=O)O reads -7, 38%[activator], 1%, 12%, -2, 1%
NC(=O)c1ccccc1N/C=C/C(=O)c1ccc(Cl)cc1 reads 49*, 161%[activator], 0%, -17%, 52*, ·

Additional structures
SMILES | Shiga inhibitor | Pf growth 96h | FBPA Giardia inh | HCV inh | Cycloheximide cs | Pf growth 48h
O=C(Nc1cccnc1N1CCOCC1)c1ccco1 | 28 | ? | -9% | 4% | 1 | 0%
O=C(NCc1ccccc1)C(=O)Nc1cccc(C(=O)O)c1 | 158* | 288%[activator] | 1% | 13% | 61* | 236%[activator]
COc1ccc(NC(=O)C(=O)NCC2CCCN2S(=O)(=O)c2cccs2)cc1 (configuration not stated) | · | -1% | · | ? | · | -18%
CC(c1ccccc1)N1CCn2c(nc3cc(NS(C)(=O)=O)ccc32)C1 (configuration not stated) | -6 | 1% | -2% | 2% | 1 | -7%
CN1C2C=C3C(C#N)=C(N)C(C#N)(C#N)C(c4ccc(Br)cc4)C3C1CC2 (configuration not stated) | -5 | 8.3µM* | ? | -13% | -4 | 9.3µM*
CCN(CC)C(=O)C1CCCN(Cc2ccccc2C(F)(F)F)C1 (configuration not stated) | -5 | ? | -9% | 3% | 1 | 7%
CCCCC1CCC(C(=O)N(C)CC(=O)Nc2cccc(F)c2)CC1 (configuration not stated) | 7 | ? | · | -24% | 2 | ?
Cc1ccc(CNC(=O)C2CCCN(c3nc4ccccc4o3)C2)cc1 (configuration not stated) | -15 | 0% | -2% | -3%[8.37 µM] | -4 | 0%
CCCC[N+]12CCC(CC1)C(Cc1ccccc1)C2 (configuration not stated) | 1 | ? | -2% | -1% | -2 | ?
CC(C)(C)OC(=O)CN1C(=O)S/C(=C\c2ccc(-c3cccc(C(=O)O)c3)o2)C1=O | 118* | -2% | -8% | · | 27* | 37%[activator]
CCC(=O)N1CCc2cc(S(=O)(=O)CCC(=O)N(C)c3ccc(OC)cc3OC)ccc21 | -9 | ? | -6% | -9% | -3 | ?
COc1ccc(N2CCN(c3oc(COc4ccccc4Cl)nc3C#N)CC2)cc1 | 35* | ? | 0% | ? | 16 | ?
CN(Cc1cc([N+](=O)[O-])ccc1Cl)C(=O)C[n+]1ccccc1 | -12 | -68% | -5% | 0% | -3 | -2%
COc1cc(OC)c(S(=O)(=O)Nc2ccccc2C(=O)O)cc1S(=O)(=O)Nc1ccccc1C(=O)O | 7 | -13% | -11% | 1% | -2 | -3%
Cc1cc(C)n2nc(C(=O)Nc3cccnc3)nc2n1 | -3 | · | -4% | ? | 4 | 43%[activator]
CCCC(=O)NC(C)c1nc2ccccc2n1CC (configuration not stated) | -6 | 17% | 1% | 8% | -2 | 5%
O=C1CN(CC(=O)Nc2ccc(Cl)cc2)CCN1 | -13 | -4% | 2% | 24% | -4 | ·
CC(C)Cc1ccc(C(=O)NCCOc2ccccc2)o1 | 80* | 36%[activator] | 16% | 6% | 29* | 202%[activator]
Cc1nc2c(N=Nc3ccccc3F)c(N)nn2c(N)c1C#N | 8 | 42%[activator] | 7% | -5% | 16* | 53%[activator]
CSc1ncccc1C(=O)OCc1ccc(COC(=O)c2cccnc2SC)cc1 | -5 | -1% | 4% | · | -6 | ·

Gathered by group: those above with a Cl atom
SMILES | Shiga inhibitor | Pf growth 96h | FBPA Giardia inh | HCV inh | Cycloheximide cs | Pf growth 48h
NC(=O)c1ccccc1N/C=C/C(=O)c1ccc(Cl)cc1 | 49* | 161%[activator] | 0% | -17% | 52* | ·
COc1ccc(N2CCN(c3oc(COc4ccccc4Cl)nc3C#N)CC2)cc1 | 35* | ? | 0% | ? | 16 | ?
CN(Cc1cc([N+](=O)[O-])ccc1Cl)C(=O)C[n+]1ccccc1 | -12 | -68% | -5% | 0% | -3 | -2%
O=C1CN(CC(=O)Nc2ccc(Cl)cc2)CCN1 | -13 | -4% | 2% | 24% | -4 | ·

The listing continues:
SMILES | Shiga inhibitor | Pf growth 96h | FBPA Giardia inh | HCV inh | Cycloheximide cs | Pf growth 48h
Cc1nc2ccc(NC(=O)c3cc(S(=O)(=O)N4CCOCC4)ccc3C)cc2s1 | -1 | 9.3µM* | -2% | ? | 3 | ·
COc1ccc(CN(C)C(=O)c2cc(S(=O)(=O)NCc3ccccc3)ccc2C)c(OC)c1 | · | ? | · | ? | · | ?
CC1CN(C(=O)C2(C)CC2(Cl)Cl)CC(C)O1 (configuration not stated) | -8 | ? | -3% | 12% | -4 | -3%
CCOC(=O)c1[nH]c2ccc(OC)cc2c1NC(=O)c1ccc(OC)c(OC)c1 | 26 | ? | -6% | ? | -2 | -27%
COC(=O)c1c(NC(=O)C2CC(C)=C(C)CC2C(=O)O)sc2c1CCCCC2 (configuration not stated) | -7 | ? | · | 1% | -1 | 2%
O=C(O)c1cc(-c2ccco2)nn1-c1cccc(Cl)c1 | 13 | 13% | -4% | 8% | -1 | -5%
CS(=O)(=O)c1ccccc1-c1nnc(NC(=O)CCS(=O)(=O)c2ccc(Cl)cc2)o1 | · | -17% | · | 12% | · | ?
COc1ccc([C@H]2CC(=O)C=C(c3ccc(-c4ccccc4)c(F)c3)C2)cc1 | · | 35%[activator] | · | 0% | · | 60%[activator]
Cn1c(SCc2ccc(C(C)(C)C)cc2)nnc1C1COc2ccccc2O1 (configuration not stated) | 10 | ? | -8% | -5% | -2 | ?
COc1ccc(OC)c(NC(=O)c2ccc(-n3cccn3)nc2)c1 | -9 | 34%[activator] | 2% | 3% | 1 | 12%
O=S(=O)(NCCN1CCOCC1)c1ccc(-c2ccc(S(=O)(=O)NCCN3CCOCC3)cc2)cc1 | -11 | ? | 1% | -10% | -2 | ?
Cc1ccc(OCCN2C(=O)S/C(=C\c3ccc(C)o3)C2=O)cc1 | -12 | ? | -18% | 11% | 1 | 3%
N#CCSc1ccc2nc(-c3ccccc3)cn2n1 | 105* | 127%[activator] | -17% | -4% | 28 | 134%[activator]
COc1ccc(CNc2nc(-c3ccccc3)nn2C(=O)c2cccs2)cc1 | -6 | 23% | 3% | ? | -10 | ·
CCN(CC)c1ccc(C(=O)Nn2c(C)nc3ccccc3c2=O)cc1 | 2 | ? | 10% | -16% | -2 | ·
O=C(O)Cn1nc(-c2ccccc2)cc1-c1ccccc1 | 9 | 266%[activator] | 8% | 24% | 12 | 13%
O=C(CSc1ccccc1)NCC1(N2CCOCC2)CCCCC1 | · | 2% | · | -12% | · | -2%
Cn1nc(C(F)(F)F)c2cc(C(=O)N3CCOCC3)sc21 | -8 | 0% | 6% | 0% | -3 | 13%
COc1ccc(OC)c(C2CC(=O)Nc3cc(OC)c(OC)c(OC)c32)c1 (configuration not stated) | -3 | 24% | -10% | 7% | -6 | ·
O=C(N1CCCC1)N1CCN(c2ncnc3c(-c4ccc(Cl)cc4)nsc23)CC1 | 97* | 1.9µM* | 3% | · | 34* | 50%[activator]
CCN1CCN(c2ccc(S(=O)(=O)N3CCOCC3)cc2NC(=O)c2ccc(C(F)(F)F)cc2)CC1 | · | ? | · | -6% | · | ?
O=c1cc(-c2ccc(O)cc2)oc2c1ccc1ccccc12 | · | ? | · | -26% | · | 32%[activator]
C/C(CC(=O)Nc1ccc2c(c1)OCCO2)=N\NC(=O)COc1ccc(C)cc1 | 18 | ? | -7% | 1% | -1 | 18%
Cc1ccc(-c2cc(C(=O)NCc3cn(C)nc3C)c3cc(Br)ccc3n2)cc1 | 37 | 13µM* | 3% | 9% | 13* | 2.9µM*
CCCCN1CCN=C1N(C)C | · | ? | · | 22% | · | ?
CS(=O)(=O)c1ccc(-c2nnc(NC(=O)c3ccco3)o2)cc1 | · | -7% | · | 1% | · | 9%
O=C(c1cc2cc(Cl)ccc2[nH]1)N1CCN(C(=O)c2ccco2)CC1 | 2 | ? | · | 17% | 6 | ?
CC(C)n1ncc2c(C(=O)NCCc3ccc(F)cc3)cc(C3CC3)nc21 | · | ? | · | ? | · | 9.3µM*
CCN(C(=O)COC(=O)CNC(=O)c1ccc(C)c(C)c1)C1CCS(=O)(=O)C1 (configuration not stated) | 20 | 23% | 0% | -14% | -1 | 17%
Cc1ccc(N=C2NC(=O)/C(=C/c3cccnc3)S2)cc1C | 23 | ? | 8% | 35%[activator] | 1 | ?
COC(=O)c1cn(C(=O)c2cc(Br)ccc2Cl)c2ccccc12 | -5 | 68%[activator] | 18% | 13% | -4 | ?
O=[N+]([O-])c1cccc(C(O)C23CN4CN(CN(C4)C2)C3)c1 (configuration not stated) | -7 | -13% | 0% | 8% | 0 | -25%
CCc1ccc2[nH]c(=O)c(C(c3nnnn3CC3CCCO3)N3CCCc4ccccc43)cc2c1 (configuration not stated) | -10 | ? | ? | -6%&-17% | 9 | 12µM*
COc1ccccc1-n1cnc2sc(C)c(C)c2c1=O | -9 | 2% | 11% | -7% | -2 | -11%
S=c1[nH]nc(-c2ccncc2)n1/N=C/c1ccccc1Cl | -10 | 0% | -12% | -30% | 9 | 43%[activator]
CN1C(=O)N(CC(=O)Nc2ccc(C(F)(F)F)cc2)C(=O)C12CCCCC2 | · | -8% | · | -24% | · | ?
CCOc1ccc(N2C(=O)CC(/C=C3/N(C)c4ccccc4C3(C)C)C2=O)cc1 (configuration not stated) | -12 | -3% | -28% | 13% | -2 | ?
Cc1cccc(-n2c(-c3ccc([N+](=O)[O-])cc3)nc3ccccc3c2=O)c1 | -11 | ? | 0% | 2% | -1 | -18%
